Source: PubChem BioAssay (National Center for Advancing Translational Sciences (NCATS))
Apoferritin bind: candidate novel general anesthetic via apoferritin binding; apoferritin/1-aminoanthracene competitive binding, fluorescence; Potency, µM (top dose mostly 77.5 µM), for the others: at the highest dose activity change, negative = displacement, hits mostly inhibitors; 350,000 tested, 0.074% active; P02791; note: % is set by controls: 0 for no effect and ±100 for the full control effect; nearly all actives have a fitted effect of over 20% in size
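Probe: 1-aminoanthracene (50% saturated, PBS). Protein: horse-spleen apoferritin, 10 uM. Incubation: 10 min, room temperature. Detection: 380 nm excitation, 535 nm emission. Analysis: normalized response, four-parameter Hill.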
Pol beta inh: blocks human DNA polymerase beta activity | 340,000 tested, 1.3% active | Potency, µM (series often up to 114 µM), for the others: top-dose activity change, negative = inhibition, hits mostly inhibitors | Pol beta primer extension/strand displacement, fluorescence kinetic | P06746; note: % is set by controls: 0 for no effect and ±100 for the full control effect
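Homogeneous kinetic assay of primer extension and strand displacement by 10 nM Pol beta, preincubated 15 min at room temperature with compound before 50 nM substrate (final) was added. Read at 0 and 10 min; four-parameter Hill fit.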
Pol eta inh: DNA polymerase eta (human) inhibition. Q9Y253. recombinant Pol eta, fluorescent DNA replication assay. Potency, µM (top dose mostly 114 µM), without a hit: at the highest dose activity change, negative = inhibition, most hits filed as inhibitors. 390,000 tested, 1.2% active; note: % is set by controls: 0 for no effect and ±100 for the full control effect
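Pol eta at 10 nM preincubated with compounds 15 min at room temperature; reaction started with fluorescent substrate (50 nM final) and read kinetically at 0 and 10 min.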
BLM inh: inhibitors of human Bloom syndrome helicase BLM. AID 2528. Potency, µM (highest dose often 56.1 µM), for inactives: at the highest dose activity change, negative = inhibition, most hits filed as inhibitors. recombinant BLM DNA unwinding, fluorescence dequenching. 350,000 tested, 0.2% active. P54132;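 note: plate controls were vehicle for no effect and no enzyme for full effect; nearly all actives have a fitted effect of over 35% in size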
G9a block: G9a (human) methyltransferase inhibition; G9a H3K9 monomethylation, AlphaScreen, 2 h; Potency, µM (doses to about 102 µM), for the others: at the top dose activity, negative = inhibition, actives largely listed as inhibitors; 350,000 tested, 8.8% active; note: % is set by controls: 0 for no effect and ±100 for the full control effect; nearly all actives have a fitted effect of over 75% in size
Target sequence (Q96KQ7 913-1193 limits assumed): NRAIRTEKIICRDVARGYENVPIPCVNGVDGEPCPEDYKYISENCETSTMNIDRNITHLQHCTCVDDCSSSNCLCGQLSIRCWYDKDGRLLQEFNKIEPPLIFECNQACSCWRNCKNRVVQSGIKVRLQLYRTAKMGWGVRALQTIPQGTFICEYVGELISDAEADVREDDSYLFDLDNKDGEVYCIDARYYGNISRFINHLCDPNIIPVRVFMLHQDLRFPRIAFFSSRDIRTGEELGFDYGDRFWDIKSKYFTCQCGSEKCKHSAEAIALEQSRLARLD
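AlphaScreen read-out: biotin-H3K9 peptide (500 nM) methylation by 20 nM enzyme with 20 uM SAM, 2 h at room temperature after 15 min compound preincubation; anti-monomethyl H3K9 antibody plus donor/acceptor beads, 10 min dark.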
Pol kappa inh: inhibitors of human DNA polymerase kappa | Q9UBT6 | purified Pol kappa, fluorescent DNA synthesis assay, 10 min | Potency, µM (titrated, usually from 107 µM), for inactives: top-dose activity, negative = inhibition, usual class: inhibitors | 400,000 tested, 0.53% active | AID 588579; note: % is set by controls: 0 for no effect and ±100 for the full control effect
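Fluorescent qHTS in 1536-well format: enzyme (10 nM) and compound sat 15 min at room temperature before 50 nM substrate (final) was added. Signal taken at 0 and 10 min; no-enzyme buffer wells were negative controls.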
Pol iota inh: blocks human DNA polymerase iota activity; Q9UNA4; Pol iota fluorescent replication assay, 10 min; Potency, µM (top dose mostly 115 µM), inactives show at the highest dose activity, negative = inhibition, usual class: inhibitors; 390,000 tested, 1% active; AID 588590
Target sequence (Q9UNA4 whole entry, looked up): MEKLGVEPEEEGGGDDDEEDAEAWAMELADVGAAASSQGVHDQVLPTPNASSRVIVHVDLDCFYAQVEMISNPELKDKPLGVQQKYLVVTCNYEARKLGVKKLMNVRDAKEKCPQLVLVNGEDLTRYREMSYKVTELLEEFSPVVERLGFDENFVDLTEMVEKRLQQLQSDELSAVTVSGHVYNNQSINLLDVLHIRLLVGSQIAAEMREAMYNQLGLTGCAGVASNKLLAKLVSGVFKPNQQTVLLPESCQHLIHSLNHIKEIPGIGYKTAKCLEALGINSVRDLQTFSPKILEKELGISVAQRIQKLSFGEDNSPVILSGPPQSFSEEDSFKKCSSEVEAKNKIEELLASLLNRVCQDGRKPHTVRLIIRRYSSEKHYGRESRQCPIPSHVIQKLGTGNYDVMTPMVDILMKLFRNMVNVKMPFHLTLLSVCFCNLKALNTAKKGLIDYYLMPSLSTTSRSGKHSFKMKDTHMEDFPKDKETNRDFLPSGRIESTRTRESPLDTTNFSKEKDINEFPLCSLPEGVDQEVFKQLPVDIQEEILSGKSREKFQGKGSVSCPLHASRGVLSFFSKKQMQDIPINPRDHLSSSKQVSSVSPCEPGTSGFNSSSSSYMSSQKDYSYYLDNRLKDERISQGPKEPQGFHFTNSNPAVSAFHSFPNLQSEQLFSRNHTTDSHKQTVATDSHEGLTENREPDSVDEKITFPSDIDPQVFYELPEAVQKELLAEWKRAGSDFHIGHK
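Fluorescent replication assay read twice, at 0 min and 10 min after adding 50 nM (final) substrate. Enzyme (10 nM) and compounds were first incubated 15 min at room temperature; enzyme-free buffer wells were negative controls.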
APE1 inh: inhibitors of human APE1 endonuclease. P27695. recombinant APE1, TAMRA/BHQ-2 abasic DNA cleavage fluorescence. Potency, µM (series often up to 65.8 µM), for the others: top-dose activity change, negative = inhibition, most hits filed as inhibitors. 350,000 tested, 0.35% active. AID 2517;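 note: plate controls were vehicle for no effect and reference inhibitor for full effect; nearly all actives have a fitted effect of over 55% in size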
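Compound pre-exposure to 0.75 nM APE1, 15 min at ambient temperature. Reaction initiated with 50 nM TAMRA/BHQ-2 THF substrate, read immediately in kinetic mode, 525 nm excitation, 598 nm emission.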
BAZ2B block: blocks human BAZ2B; Q9UIF8; AlphaScreen BAZ2B-H3K14Ac peptide displacement; Potency, µM (highest dose often 114 µM), for the others: top-dose activity change, negative = inhibition, actives largely listed as inhibitors; 360,000 tested, 4.4% active; AID 504333; note: % is set by controls: 0 for no effect and ±100 for the full control effect; nearly all actives have a fitted effect of over 60% in size
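Inhibition is scored as reduced AlphaScreen emission. The BAZ2B/b-H3(5-23)K14Ac complex (50 nM each) in PBS pH 7.4, 0.01% Tween-20 meets compound (up to 110 uM) for 30 min at RT before bead addition.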
Active calls of the source: *; ? = inconclusive; . = no result given; [ ] = remark or other dose. Calls come from the whole dose curve; as a rule, active = well fitted curve in the direction sought with a large enough effect; inconclusive = small, poorly fitted or top-dose-only effect, or another doubt; inactive = no such curve, though single readings can be large; an effect the other way counts as inactive or inconclusive. Potency is the fitted concentration of half-maximal effect.

SMILES	Apoferritin bind	Pol beta inh	Pol eta inh	BLM inh	G9a block	Pol kappa inh	Pol iota inh	APE1 inh	BAZ2B block
c1ccc(CNCCN2CCNCC2)nc1	-6%	15%	-3%	1%	4%	-3%	14%	-2%	16µM*
CCCCn1nnnc1SCC(=O)Nc1ccc2c(c1)OCCO2	-17%	2%	3%	-1%	13%	-15%	7%	1%	8%
CN(Cc1nc2ccccc2c(=O)[nH]1)Cc1cc(=O)oc2ccc3ccccc3c12	-13%	0%	-1%	-11%	?	-1%	-8%	-2%	?
Cc1c(Cl)cccc1NC(=O)CN1C(=O)CSc2ncccc21	-18%	19%	.	-8%	?	.	.	-3%	6%
C=CCN1C(=O)CS/C1=N\S(=O)(=O)c1ccc(Cl)cc1	-17%	16%	-16%	0%	-39%	-2%	-8%	-4%	-18%
COCCSc1ccccc1C(=O)N1CCCC1	6%	12%	-1%	0%	-27%[2.33 µM]	-5%	?	-4%	0%
COc1ccc(NC(=O)c2cc([N+](=O)[O-])nn2Cc2ccccc2)c(C)c1	-22%	0%	-7%	-8%	3%[59 µM]	0%	9%	-1%	-9%
CC(=O)c1ccc(C(=O)N(Cc2cccnc2)c2nc3c(Cl)cccc3s2)cc1	50%[activator]	12%	-15%	-8%	-17%[59 µM]	-14%[60.1 µM]	-8%	.	?
COc1ccc(N(C(=O)c2ccc(Br)o2)C2C=CS(=O)(=O)C2)c(OC)c1 (centres undefined)	-5%	0%	-15%	-2%	-30%	-14%	48%[activator]	-2%	.
CC(C)(C)NC(=O)C(c1ccco1)N(Cc1ccc2c(c1)OCO2)C(=O)c1snc(C(N)=O)c1N (centres undefined)	-2%	3%	-12%	-3%	7%[59 µM]	0%	43%[activator]	32%[12.4 µM]	-13%
COc1cc(CN(C)CC2CCCN(CCc3ccc(F)cc3)C2)c(Cl)cc1O (centres undefined)	-9%	-1%	-7%	1%	?	-18%	?	12%	-1%
CCn1cc(C(=O)N[C@@H](CCSC)C(=O)NCCN2CCOCC2)c(=O)c2cc3c(cc21)OCO3	-3%	12%	6%	2%	-11%[0.0925 µM]	-12%	-1%	-9%	-6%
CCOC(=O)/C=C1\SCC(=O)N1Cc1ccc(Br)cc1	-2%	2%	-14%	3%	-16%[59 µM]	-2%	7%	8%	7%
C[C@@H]1CN([C@@H](C)CO)C(=O)c2cccc(NC(=O)Nc3ccc4c(c3)OCO4)c2O[C@H]1CN(C)S(=O)(=O)c1cn(C)cn1	.	.	-5%	.	.	-6%	15%	-4%	.
O=C1NC(=Nc2ccccc2)S/C1=C\c1cccnc1	11%	35%	-5%	-3%	-1%	8%	-4%	-7%	-9%
CCCCc1ccc(NC(=O)CSc2nc(=O)n3cc(C)ccc3n2)cc1	.	.	?	.	-27%	-9%	15%	21%	?
CCN1CCN(Cc2ccc(NC(=O)c3ccc(C)c(NC(=O)c4nccn4C)c3)cc2C(F)(F)F)CC1	3%	5%	-14%	36%[activator]	-9%[12.7 µM]	0%	12%	3%	-28%
CCN(CC)CC(=O)Nc1sc2c(c1C(=O)c1ccccc1C)CCC2	-7%	14%	-10%	-6%	13%[12.7 µM]	-18%	30%	19%	-25%
CC(=O)Nc1ccc(SC[C@H](c2ccccc2)N2CCN(CCc3ccccc3)CCC2=O)cc1	-4%	10%	.	-1%	-47%[59 µM]	.	.	-1%	-22%
O=C(NCN1CCN(c2ccccc2F)CC1)c1cccnc1	2%	89%	-19%	-1%	-18%[2.33 µM]	-1%	9%[58.9 µM]	-3%	46%[activator]
O=C(Nc1ccccc1O)c1cc(S(=O)(=O)N2CCOCC2)ccc1Cl	-2%	1%	-19%	0%	18%[12.7 µM]	-10%	-10%	-7%	-3%
CN(C(=O)c1ccc2ccccc2c1)c1ccccn1	-16%	-27%	10%	-1%	?	-6%	58%[activator]	28%	4%
COc1ccc(-n2c(O)c(/C=N/n3cnnc3)c3ccccc3c2=O)cc1	247%[activator]	17%	-18%	5%	50µM*	-12%	-2%	-6%	56µM*
Cc1ccc(S(=O)(=O)NC(=O)NCc2ccccc2)cc1	-11%	0%	0%	2%	5%	-5%	4%	-1%	2%
Cc1ccc(CN2C(=O)CCC2C(=O)NC2CC2)cc1 (centres undefined)	-3%	14%	-6%	2%	-25%[59 µM]	2%	-11%	1%	-4%
CC1CCN(C(=O)COC(=O)CSc2ccc(C(N)=O)cc2[N+](=O)[O-])CC1	.	.	-13%	.	5%[2.33 µM]	-4%	18%	51%[activator]	4%
O=C(NC1=NCCS1)c1cc(-c2ccccc2)nn1-c1ccccc1	-15%	8%	-11%	0%	18%	-4%	16%	-3%	11%
CC1(C)CC(=O)C2=C(C1)Nc1cc3c(cc1C2c1ccc(F)cc1)OCO3 (centres undefined)	94%[activator]	1%	-13%	-6%	.	-6%	?	1%	?
Cc1ccc2c(C)c(C(=O)NCCc3ccco3)oc2c1C	-8%	-9%	-20%	-6%	25%	2%	26%	6%	-9%
NS(=O)(=O)c1ccc(NC(=S)N2CCCC2)cc1	-4%	49%	5%	0%	.	0%	-23%	-2%	-9%
CCN(C(=O)c1ccccc1Cl)c1ccccc1	-6%	-6%	-2%	-10%	-3%[59 µM]	2%	-6%[58.9 µM]	1%	2%
O=C(NC1CCN(C(=S)NCc2ccco2)CC1)C1CCCCC1	-1%	-22%	-4%	-1%	?	-4%	6%	5%	10%
O=C(CN(C(=O)Cn1nnc(-c2ccc(F)cc2)n1)c1ccc(F)cc1)NC1CCCC1	-2%	7%	-4%	-8%	4%	-3%	17%	4%	0%
Cc1ccc(C)c(S(=O)(=O)N2CCCOC2CNC(=O)C(=O)NCc2cccnc2)c1 (centres undefined)	-7%	-5%	-20%	-5%	29%[12.7 µM]	-5%	28%	1%	-13%
O=C(COC(=O)/C=C/c1ccco1)NCc1ccccc1	-10%	?	-12%	-4%	?	-11%	171%[activator]	?	-36%
O=C(CCn1cccn1)NCc1ccc(Cl)cc1	-13%	90%	3%	0%	7%[59 µM]	6%	7%	.	2%
Cc1ccc(CNC(=O)CCC2CCCN(C(=O)CCC(F)(F)F)C2)o1 (centres undefined)	-9%	12%	-10%	-3%	50µM*	2%	35%[activator]	4%	3%
CN(C)C1=NCCN1CCc1cccc(F)c1	0%	36%	4%	1%	-10%	-4%	11%	16%	-2%
CCN(Cc1ccccc1)C(=O)c1ccc(CNS(=O)(=O)c2ccc(C)cc2)cc1	-1%	-24%	-6%	-7%	-9%	-9%	?	-1%	-5%
COc1ccc(C2/C=C\CN(C(=O)c3ccccc3)C(Cc3ccccc3)C(=O)N2Cc2ccc(F)cc2)cc1 (centres undefined)	-5%	.	.	-4%	.	-20%	17%	-1%	.
CCc1nnc(NC(=O)c2n[nH]c(=O)c3ccccc23)s1	1%	-1%	-7%	0%	-131%[59 µM]	16%	25%	2%	6%
O=C(Nc1ccccn1)c1ccc2c(c1)OCCO2	-4%	19%	-13%	-1%	16%[59 µM]	11%	33%[activator]	4%	-8%
COC(=O)c1cc(S(=O)(=O)NC2CCN(Cc3ccccc3)CC2)cn1C	2%	-20%	-3%	-2%	?	-11%	3%	3%	-3%
Oc1ccc(Br)cc1-c1n[nH]c(=S)n1Cc1ccccc1	-7%	43%	-4%	-7%	6.3µM*	-1%	-10%	-10%	-23%
CC1=C(C(=O)NCc2ccccc2Cl)C2(CCCCCC2)OC1=O	?	6%	-19%	-1%	5%[59 µM]	-3%	8%	.	8%

Structures shown so far containing an NH in an aromatic ring, in the order listed:
SMILES	Apoferritin bind	Pol beta inh	Pol eta inh	BLM inh	G9a block	Pol kappa inh	Pol iota inh	APE1 inh	BAZ2B block
CN(Cc1nc2ccccc2c(=O)[nH]1)Cc1cc(=O)oc2ccc3ccccc3c12	-13%	0%	-1%	-11%	?	-1%	-8%	-2%	?
CCc1nnc(NC(=O)c2n[nH]c(=O)c3ccccc23)s1	1%	-1%	-7%	0%	-131%[59 µM]	16%	25%	2%	6%
Oc1ccc(Br)cc1-c1n[nH]c(=S)n1Cc1ccccc1	-7%	43%	-4%	-7%	6.3µM*	-1%	-10%	-10%	-23%

(list continues)
SMILES	Apoferritin bind	Pol beta inh	Pol eta inh	BLM inh	G9a block	Pol kappa inh	Pol iota inh	APE1 inh	BAZ2B block
CC(=O)C1=C(O)C(=O)N(c2ccc(Br)cc2)C1c1ccc([N+](=O)[O-])cc1 (centres undefined)	-2%	26%	-1%	-2%	?	-1%	-13%	9%	-35%
O=C(CSc1ncccn1)NC(=O)c1ccccc1	-1%	8%	-17%	-9%	-27%	4%	139%[activator]	10%	7%
CCOC(=O)Cc1csc(NC(=O)COc2ccc(N(C)S(=O)(=O)c3ccc(C)cc3)cc2)n1	107%[activator]	2%	-14%	-10%	13%	-8%	-5%	-2%	3%
O=C(Nc1nnc(-c2ccc(F)cc2)o1)c1cccc([N+](=O)[O-])c1	-4%	15%	4%	-4%	-37%	-10%	37%[activator]	9%	?
Cc1ccc(C(=O)OCc2cc3ccccc3[nH]c2=O)cc1	-16%	6%	-6%	-6%	-5%	-18%	0%	2%	2%
CCOc1ccc(Cn2cc(F)c(=O)[nH]c2=O)cc1	4%	-1%	-15%	2%	.	-27%	13%	-5%	0%
Cc1ccc(/C(N)=N/OC(=O)CN(C)S(=O)(=O)c2ccc(C)cc2)cc1	40%[activator]	-18%	-22%	-6%	157%[activator]	-6%	19%	41%[activator]	20%
CCOC(=O)c1c(C)[nH]c(C(=O)COC(=O)C2CC(=O)N(Cc3ccccc3)C2)c1C (centres undefined)	?	-13%	-9%	-4%	-9%[59 µM]	-2%	6%	-10%	.
C/C(N=Nc1nc2ccccc2s1)=N\Nc1ccccc1O	-17%	1%	-31%	-3%	-48%	0%	6%	7%	?

Three neighbouring records already listed:
SMILES	Apoferritin bind	Pol beta inh	Pol eta inh	BLM inh	G9a block	Pol kappa inh	Pol iota inh	APE1 inh	BAZ2B block
CC(=O)C1=C(O)C(=O)N(c2ccc(Br)cc2)C1c1ccc([N+](=O)[O-])cc1 (centres undefined)	-2%	26%	-1%	-2%	?	-1%	-13%	9%	-35%
O=C(CSc1ncccn1)NC(=O)c1ccccc1	-1%	8%	-17%	-9%	-27%	4%	139%[activator]	10%	7%
CCOC(=O)Cc1csc(NC(=O)COc2ccc(N(C)S(=O)(=O)c3ccc(C)cc3)cc2)n1	107%[activator]	2%	-14%	-10%	13%	-8%	-5%	-2%	3%

A portion of the library. The share of hits here may be higher or lower than overall.
